# High-throughput results from PubChem.
# Growth percent in the NCI-60 one-dose screen (48 h, 10 µM unless noted): 100 = growth as untreated, 0 = no growth, -100 = all killed.
# NCI-H226 – NCI-H226 lung cancer. hit rate 3.5% among 79,000
# SK-OV-3 – SK-OV-3 ovarian cancer cells; hit rate 3.2% among 80,000
# NCI/ADR-RES – NCI/ADR-RES ovarian cells. hit rate 4.4% among 81,000
# NCI-H23 – NCI-H23 lung cancer; AID 1794731; hit rate 4% among 80,000
# OVCAR-4 – OVCAR-4 ovarian cancer cells; hit rate 3.7% among 80,000; AID 1794784
# NCI-H460 – NCI-H460 lung cancer; hit rate 6.8% among 82,000; AID 1794736
# NCI-H522 – NCI-H522 lung cancer; hit rate 8% among 78,000
# IGROV1 – IGROV1 ovarian cancer; hit rate 4.7% among 79,000; AID 1794786
# NCI-H322M – NCI-H322M lung cancer. hit rate 2.7% among 80,000. AID 1794733
# Active calls of the source: *; x = no result given; & = joins results of further samples. Rule for the calls: active = growth percent below 10; inactive = the rest.
SMILES,NCI-H322M,NCI-H522,NCI-H23,NCI-H460,NCI-H226,NCI/ADR-RES,SK-OV-3,IGROV1,OVCAR-4
CC(=O)Oc1ccc([N+](=O)[O-])cc1,115.7,95.9,104.7,103.7,94.3,113.3,107.4,121.0,105.8
Cc1ccc2oc3ccccc3c(=O)c2c1,107.0,108.5,93.5,109.9,x,99.9,115.4,84.1,103.8
COc1cc(C2Cc3c(nn(-c4ccc(C)cc4)c(=O)c3C#N)C(O)=C2[N+](=O)[O-])cc(OC)c1OC (stereo unspecified),93.6,84.8,90.3,91.8,89.6,96.5,x,74.2,72.2
CC(C)CCC[C@@H](C)[C@H]1CC[C@H]2[C@@H]3CCC4=C(Cl)C(=O)CC[C@]4(C)[C@H]3CC[C@]12C,x,89.4,101.0,100.6,100.8,102.8,98.0,108.9,124.3
CCOc1ccccc1F,103.5,95.5,109.4,102.3,103.0,110.2,108.7,111.2,122.4
O=Cc1c(Cl)c(Cl)c(C=O)c(Cl)c1Cl,91.4,97.0,100.8,108.0,104.4,104.2,106.5,79.7,107.8
CCOC(=O)c1c2c(cn1Cc1ccc(C)cc1)-c1oncc1CC2,100.4,85.1,94.7,108.2,67.3,88.5,103.3,80.1,94.8
O=C1c2ccccc2C(=O)N1c1ccc2oc(=O)ccc2c1,94.9,94.1,91.8,100.5,89.5,98.3,101.6,96.1,108.1
CCOC(=O)c1nn(-c2ccccc2)cc1C(=O)c1cc2cc(Br)ccc2oc1=O,95.4,74.9,99.5,106.4,95.5,90.0,114.0,111.5,99.7
CSC(NC(=O)c1ccccc1)=C(C#N)C#N,98.5,92.0,90.0,109.1,89.2,97.8,95.7,99.8,102.7
NS(=O)(=O)c1ccc(CCN2C(=O)/C(=C\c3ccc(Cl)cc3)C=C2c2ccc(F)cc2)cc1,88.6,42.5,79.1,80.9,79.7,83.1,83.5,69.6,66.4
CCN(CC)C(=O)COc1ccc(C=C2C(=O)N(C)C(=O)N(C)C2=O)cc1,106.8,101.0,105.9,108.0,107.1,109.5,112.3,114.0,107.3
COc1cc(/C=C2\C(=O)ON=C2C)cc(OC)c1OC,95.1,98.5,98.6,109.8,100.0,100.4,98.9,100.9,104.3
NCCSC(c1ccccc1)(c1ccccc1)c1ccccc1,29.5,-20.7*,25.1,7.1*,68.6,-21.9*,27.6,22.2,33.6
COc1ccc(-c2nnc(-c3c(-c4ccc(F)cc4)nc4ncccn34)o2)cc1,101.6,89.9,100.5,114.1,92.3,107.4,102.9,106.4,102.2
N#Cc1c(N)nc2c(c1N)C(c1ccc(Cl)cc1)C1=C(CCCC1=O)N2c1sc2c(c1C#N)CCCC2 (stereo unspecified),83.5,84.3,91.2,97.3,89.2,81.1,89.1,89.6,89.9
CCNC(=O)Oc1ccc(/C(=C(/C)Cc2ccc(OC)cc2)c2ccc(OCCN3CCOCC3)cc2)cc1,93.2,72.0,99.3,104.0,104.1,100.3,101.5,103.9,120.3
Clc1cc(Cl)c(-c2nc(-c3ccccc3)no2)cn1,93.2,79.5,85.9,97.4,99.9,104.1,93.8,65.0,89.4
COc1cc(C(=O)n2cc(-c3ccc(Cl)cc3)c(N)n2)cc(OC)c1OC,97.7,92.2,93.7,106.9,94.7,90.5,106.5,93.0,97.5
CCN(CC)c1ccc2cc(C(Nc3cc(OC)ccc3OC)c3nnnn3C(C)(C)C)c(=O)oc2c1 (stereo unspecified),104.4,85.8,104.9,97.7,85.2,98.2,104.7,90.5,x
Clc1ccc2[nH]cc([C@@H]3CCC[C@H](c4c[nH]c5ccc(Cl)cc45)c4c3[nH]c3ccc(Cl)cc43)c2c1,66.1,45.4,59.2,26.3,84.1,57.5,74.4,23.4,51.7
CCN1CCN(C(=S)SCC(=O)Nc2nc3ccc(Cl)cc3s2)CC1,96.8,x,89.7,102.4,x,91.8,102.8,x,73.8
Nc1c(Cl)cc(Cl)cc1[N+](=O)[O-],110.5,91.4,107.1,106.6,105.5,128.8,101.2,108.8,100.5
C=C1C(=O)O[C@H]2[C@H]1CC/C(COC(=O)NCCCCNC(=O)OC/C1=C/CC[C@@]3(C)O[C@H]3[C@H]3OC(=O)C(=C)[C@@H]3CC1)=C\CC[C@@]1(C)O[C@@H]21,98.5,-61.4*,38.3,102.2,53.2,99.5,94.2,48.9,31.1
CC(CC1c2ccccc2CCc2ccccc21)CN(C)C (stereo unspecified),101.2,83.6,96.6,99.5,105.6,93.7,96.8,x,103.0
COc1ccccc1C(=O)Nc1ccc(-c2cc(=O)c3c(O)c(OC)c(OC)cc3o2)cc1,99.3,84.1,93.5,104.1,108.2,102.8,90.5,101.2,111.5
CCCCCC(CCC)(C(=O)OCC)C(=O)OCC,95.2,100.1,100.7,108.2,107.5,110.3,101.8,99.0,102.6
c1cc[n+](Cc2ccnc3ccccc23)cc1,111.4,x,123.0,105.7,93.9,109.4,102.8,116.6,x
O=C(N/N=C/c1ccc(F)cc1F)c1cc(-c2nc3ccccc3[nH]2)nc2ccccc12,112.9,85.7,100.1,103.8,99.1,95.7,103.7,98.1,96.4
Cc1cc(C)nc(N)n1,120.2,108.0,98.1,118.7,106.5,100.5,105.9,124.9,103.3
c1ccc(CN(Cc2ccccc2)Cc2cccc3ccccc23)cc1,107.7,103.6,95.6,100.1,89.7,113.0,105.9,102.6,109.3
CC(=O)c1c(C)cc(C)c(Br)c1C,105.0,97.1,99.8,110.4,104.3,103.1,111.2,113.9,105.7
C#CC(F)(F)[C@]1(O)CCC2C3CCC4=CC(=O)CCC4=C3[C@@H](c3ccc(N(C)C)cc3)C[C@@]21C (stereo partly specified),92.8,64.7,96.5,93.4,98.5,94.6,87.8,99.0,88.4
Cn1c(=O)cc(Cl)[nH]c1=O,91.5,98.5,103.8,108.5,101.2,107.1,106.8,98.1,106.9
CCOC(=O)C(=Cc1ccc(Br)cc1)C(=O)OCC,39.0,-65.1*,17.6,22.4,-33.6*,10.6,34.0,-82.1*,0.1*
O=C1c2ccccc2C(=O)N1CBr,108.7,101.9,100.9,107.7,99.5,105.8,104.4,105.5,103.4
COc1cc(CNC(=O)/C=C/c2ccccc2)ccc1OCc1cn(-c2ccc(F)cc2)nn1,91.1,88.2,81.9,81.8,88.6,74.5,x,98.1,30.3
CC1=C(C(=O)/C=C/c2ccc(N(C)C)cc2)C(c2ccccc2)NC(=S)N1 (stereo unspecified),103.4,91.0,93.3,107.9,93.8,100.2,111.1,98.9,106.7
CC(=O)Oc1nc2[nH]c(=O)sc2c(C)c1Cc1ccccc1,104.3,91.1,86.2,98.8,83.6,90.4,92.0,99.7,90.8
Cc1nn(-c2ccccc2)c2nc(C)n(C(=O)N/N=C/c3ccccc3)c(=O)c12,103.4,97.9,99.7,106.0,87.5,100.3,95.5,97.6,101.2

# Given field by field: 4 of the compounds above.
C#CC(F)(F)[C@]1(O)CCC2C3CCC4=CC(=O)CCC4=C3[C@@H](c3ccc(N(C)C)cc3)C[C@@]21C (stereo partly specified)
  NCI-H322M: 92.8 | NCI-H522: 64.7 | NCI-H23: 96.5 | NCI-H460: 93.4 | NCI-H226: 98.5 | NCI/ADR-RES: 94.6 | SK-OV-3: 87.8 | IGROV1: 99.0 | OVCAR-4: 88.4

Cn1c(=O)cc(Cl)[nH]c1=O
  NCI-H322M: 91.5 | NCI-H522: 98.5 | NCI-H23: 103.8 | NCI-H460: 108.5 | NCI-H226: 101.2 | NCI/ADR-RES: 107.1 | SK-OV-3: 106.8 | IGROV1: 98.1 | OVCAR-4: 106.9

CCOC(=O)C(=Cc1ccc(Br)cc1)C(=O)OCC
  NCI-H322M: 39.0 | NCI-H522: -65.1* | NCI-H23: 17.6 | NCI-H460: 22.4 | NCI-H226: -33.6* | NCI/ADR-RES: 10.6 | SK-OV-3: 34.0 | IGROV1: -82.1* | OVCAR-4: 0.1*

O=C1c2ccccc2C(=O)N1CBr
  NCI-H322M: 108.7 | NCI-H522: 101.9 | NCI-H23: 100.9 | NCI-H460: 107.7 | NCI-H226: 99.5 | NCI/ADR-RES: 105.8 | SK-OV-3: 104.4 | IGROV1: 105.5 | OVCAR-4: 103.4

# Carrying on.
SMILES,NCI-H322M,NCI-H522,NCI-H23,NCI-H460,NCI-H226,NCI/ADR-RES,SK-OV-3,IGROV1,OVCAR-4
CCCCCCC(CO)CCCC (stereo unspecified),106.8,82.3,103.7,109.8,103.5,103.2,113.2,100.1,99.9
O=C1CCSC(=S)N1c1ccccc1,104.2,90.5,99.0,102.3,x,101.8,108.7,107.0,95.8
CC(C)OC(=O)c1ccc2n1CCc1cnc(Nc3ccccc3)nc1-2,83.5,83.8,81.4,54.7,69.0,77.3,98.1,87.3,81.6
Oc1ccc(C(c2ccccc2)c2ccccc2)c2ccccc12,x,71.5,93.5,95.0,94.3,94.7,104.8,90.2,100.5
COc1ccccc1[C@H]1C(C(=O)c2ccc(O)cc2)C2(N[C@@H]1c1ccccc1)C(=O)Nc1ccccc12 (stereo partly specified),84.0,66.6,84.0,88.6,89.3,93.5,100.7,64.6,85.0
Cc1cc(=O)oc2cc(OCC(O)CNN3C(=O)c4cccc5c(N6CCCCC6)ccc(c45)C3=O)ccc12 (stereo unspecified),90.0,80.9,87.0,87.0,88.8,82.6,129.4,95.5,71.8
CS(=O)(=O)c1ccc(-c2nc3ccccc3n2CC(=O)N/N=C/c2ccc(F)cc2)cc1,101.0,77.9,92.6,103.2,95.8,100.3,102.8,104.7,110.8
N#C/C(=C\c1ccc(Br)cc1)n1nnc2cc(Cl)c(Cl)cc21,56.7,6.9*,32.3,56.7,36.3,7.0*,x,23.3,21.6
NC(N)=Nc1ccc(Oc2cccc(NC(N)=Nc3ccc(I)cc3F)c2)cn1,53.1,41.2,52.2,40.6,84.3,95.2,67.2,39.7,66.6
C#CCOc1ccccc1C(=O)c1cc(-c2ccccc2)c(=O)n(CC#C)c1,93.7,74.8,91.4,102.7,88.4,99.1,89.8,103.2,84.7
CC/C(=C(\c1ccc(OCCN2CCCCCC2)cc1)c1ccc(OC(=O)c2ccccc2)cc1)c1ccc(OC)cc1,95.2,102.0,92.7,91.7,97.6,91.9,102.9,105.3,87.2
CCOC(=O)C(=CNc1ccccc1-n1cccc1)C(=O)OCC,106.3,94.7,102.5,106.3,98.6,98.0,104.3,x,91.7
COc1ccccc1Nc1nnc(-c2csc(N)n2)s1,110.6,x,104.3,105.6,105.6,104.9,99.6,110.4,110.4
c1ccc2sc(SSc3nc4ccccc4s3)nc2c1,94.6,102.2,90.1,102.4,80.8,96.7,86.3,77.0,92.1
CC(=O)c1ccc(-c2cc3ccccc3oc2=O)nc1C,94.9,106.2,x,103.5,96.9,105.5,107.6,102.2,101.7
CC(C)(C)CC(C)(C)n1nnnc1C(Nc1nccs1)c1cc2cccc3ccc4cccc1c4c32 (stereo unspecified),93.9,96.8,101.6,103.0,3.3*,98.0,103.3,93.5,99.7
C=C(C)[C@@H]1CC[C@]2(C(=O)OC)CC[C@]3(C)[C@H](CC[C@@H]4[C@@]5(C)C/C(=C/c6ccc(OC)cc6)C(=O)C(C)(C)[C@@H]5CC[C@]43C)[C@@H]12,106.4,78.8,84.8,101.4,97.2,93.2,102.0,100.3,85.8
C=CCN(C=O)CC=C,96.5,95.7,99.8,122.8,97.4,108.2,107.5,109.3,x
CCOC(=O)c1cc([N+](=O)[O-])cc([N+](=O)[O-])c1,109.8,92.5,107.4,118.1,111.6,104.6,98.6,115.8,128.6
O=C1CCCc2cc(OCCCCNC3CCCCC3)ccc2N1,100.2,93.7,97.7,116.5,106.6,108.3,104.3,104.4,111.7
Cc1ccc(-c2ccc(SCC(=O)Nc3ccc(C#N)cc3)nn2)cc1,82.3,65.0,57.4,77.9,48.9,53.1,85.5,88.2,62.8
CCCCc1nc(Cl)c(C2CC(c3ccc(C(F)(F)F)cc3)=NN2C=O)[nH]1 (stereo unspecified),96.8,83.3,97.0,99.9,100.4,97.2,99.1,95.1,102.0
COc1ccc(CC(=O)c2ccc(O)cc2O)cc1,121.5,4.5*,103.7,114.6,133.3,104.5,163.1,122.1,99.2
COC(=O)c1ccccc1N=NNc1ccc([N+](=O)[O-])cc1,97.3,95.7,98.7,105.6,99.2,104.3,109.7,107.8,100.8
Cc1cc2cn3c4cccnc4nc(N)c3c2cc1C,88.9,81.8,85.8,90.7,93.5,79.1,102.1,83.1,87.3
CCc1ccc(CC2c3ccccc3CC2O)nc1 (stereo unspecified),101.7,85.5,97.7,102.3,89.2,97.5,96.8,102.5,105.5
CC(=O)CC(=O)N(Cc1cccnc1)Cc1cccnc1,92.0,109.1,102.6,102.7,102.4,104.9,100.3,99.3,100.1
C#CCOc1cc(/C=N/Nc2nc(-c3ccccc3)cs2)ccc1O,82.1,70.3,92.0,92.7,85.0,88.7,86.2,64.9,96.9
COc1ccc(-c2oc3cc(O)cc(O)c3c(=O)c2OC)cc1O,41.2,-21.0*,25.7,8.8*,73.6,15.4,19.2,39.8,46.2
N=C(N)SCc1ccc(Cl)c(Cl)c1,75.2&95.9&99.4,89.0&79.8&71.6,89.7&97.3&85.3,98.2&104.3&101.4,79.1&106.8&86.3,97.3&98.5&98.1,109.6&105.1&100.7,102.3&96.5&104.9,95.3&95.2&96.6

# Some of the entries so far, with each value named.
SMILES: CCOC(=O)c1c2c(cn1Cc1ccc(C)cc1)-c1oncc1CC2
  NCI-H322M: 100.4
  NCI-H522: 85.1
  NCI-H23: 94.7
  NCI-H460: 108.2
  NCI-H226: 67.3
  NCI/ADR-RES: 88.5
  SK-OV-3: 103.3
  IGROV1: 80.1
  OVCAR-4: 94.8
SMILES: O=C1c2ccccc2C(=O)N1c1ccc2oc(=O)ccc2c1
  NCI-H322M: 94.9
  NCI-H522: 94.1
  NCI-H23: 91.8
  NCI-H460: 100.5
  NCI-H226: 89.5
  NCI/ADR-RES: 98.3
  SK-OV-3: 101.6
  IGROV1: 96.1
  OVCAR-4: 108.1
